M4 ag = agonists of human muscarinic M4 receptor (CHRM4). P08173. CHO-K1 hM4/Gqi5, Fluo-8 calcium fluorescence; vehicle 0%, full acetylcholine response 100%. activation, % at 3 µM. hit rate 0.14% among 360,000;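 active means activation above the run mean over all test wells plus 3 SD, cut at about 32% in these data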;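 further: peak over basal fluorescence ratio per well then scaled between controls; 0% = DMSO wells and 100% = acetylcholine at EC100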
OXTR potentiator = potentiators of human oxytocin receptor; CHO-OTR cells, Fluo-8 calcium fluorescence, potentiator mode; 0% = oxytocin EC15, 100% = EC100; activation, % at 3 µM; hit rate 0.061% among 320,000;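 active means activation above that plate's cutoff, the mean activation of tested compounds plus 3 SD, cut at about 6.6% in these data, passing the limit was not always enough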;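 further: 100% uses oxytocin at 75 nM as the full agonist control; some results filed as inactive read as strong as hits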
Target sequence (P30559 whole entry, looked up): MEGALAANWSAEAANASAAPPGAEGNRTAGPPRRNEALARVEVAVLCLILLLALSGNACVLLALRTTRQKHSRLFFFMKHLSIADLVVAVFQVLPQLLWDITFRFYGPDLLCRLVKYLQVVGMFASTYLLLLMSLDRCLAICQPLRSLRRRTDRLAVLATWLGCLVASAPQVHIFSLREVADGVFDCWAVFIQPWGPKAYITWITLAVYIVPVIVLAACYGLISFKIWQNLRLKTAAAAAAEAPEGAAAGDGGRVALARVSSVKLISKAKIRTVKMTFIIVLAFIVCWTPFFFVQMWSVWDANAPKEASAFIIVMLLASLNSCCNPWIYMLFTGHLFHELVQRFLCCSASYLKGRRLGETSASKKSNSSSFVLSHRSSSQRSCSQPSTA
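Assay system: CHO-OTR cells, human receptor / Also added: oxytocin at about EC15, sub-maximal agonist stimulus / Dosing: single dose, 3.0 µM nominal final compound concentration / Incubation: 6 min pre-incubation, 100 s read / Technique: Fluo-8 calcium dye fluorescence / Read-out: % activation vs EC15 and EC100 oxytocin / Benchmarks: EC15 oxytocin low, 75 nM oxytocin high / Replicates: singlicate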
CHRM1 agonist = agonists of human M1 muscarinic receptor; P11229; CHO-K1 hM1, Fluo-8 calcium fluorescence, agonist mode; 0% DMSO, 100% acetylcholine EC100; activation, % at 3 µM; hit rate 0.33% among 360,000; AID 588814;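 active means activation above the run's mean compound activation plus 3 SD, cut at about 16% in these data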;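 further: peak over basal fluorescence ratio within a 140 s kinetic read after compound addition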
Target sequence (P11229 whole entry, looked up): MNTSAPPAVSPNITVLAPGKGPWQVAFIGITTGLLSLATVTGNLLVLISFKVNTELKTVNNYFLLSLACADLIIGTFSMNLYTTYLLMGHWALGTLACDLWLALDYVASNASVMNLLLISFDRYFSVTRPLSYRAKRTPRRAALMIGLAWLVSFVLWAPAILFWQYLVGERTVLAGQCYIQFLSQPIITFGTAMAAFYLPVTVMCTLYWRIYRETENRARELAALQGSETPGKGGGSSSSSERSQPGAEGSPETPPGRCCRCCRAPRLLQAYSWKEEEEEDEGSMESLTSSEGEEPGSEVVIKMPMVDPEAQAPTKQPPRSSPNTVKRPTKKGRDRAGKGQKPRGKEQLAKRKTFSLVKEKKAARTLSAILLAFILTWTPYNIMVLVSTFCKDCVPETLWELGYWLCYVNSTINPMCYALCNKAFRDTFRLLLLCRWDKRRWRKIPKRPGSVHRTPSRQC
CHO-K1 Ca antag = M1 antagonist counterscreen hit in parental CHO-K1 cells; ATP-induced calcium, Fluo-8 fluorescence; inhibition, % at 3 µM; hit rate 0.6% among 360,000; AID 602250;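 active means inhibition above a per-plate cutoff, the plate's mean sample inhibition plus 3 SD, cut at about 24% in these data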;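 further: 0% = DMSO plus EC80 ATP and 100% = DMSO alone without ATP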
M1 ag parental = counter-screen for M1 agonists: effect in parental CHO-K1 cells; Fluo-8 calcium fluorescence; scaled to maximal ATP response, vehicle zero; hit rate 0.48% among 360,000; activation, % at 3 µM; in the data active means activation above about 15%;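 further: untransfected CHO-K1 host cells lacking M1 receptor as counterscreen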
CHO parental Ca = signal in parental CHO cells, OX1R antagonist counter-screen; parental CHO-K1, ATP-induced calcium, Fluo-8 fluorescence; inhibition, % at 5.6 µM; hit rate 0.63% among 330,000;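 active means inhibition above that plate's mean sample inhibition plus 3 SD, cut at about 26% in these data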;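 further: 0% = ATP-challenged DMSO wells and 100% = DMSO wells without ATP; some compounds past the cut are filed as inactive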
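Assay system: untransfected parental CHO cell line. Also added: ATP agonist challenge. Dosing: one dose, 5.6 µM nominal. Measured by: Fluo-8 fluorescence. Read-out: % inhibition. Benchmarks: ATP wells versus no-ATP DMSO wells. Repeats: no replicates.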
CHRM1 PAM = human CHRM1 positive allosteric modulation; P11229; AID 588819; hit rate 0.088% among 360,000; activation, % at 3 µM; CHO-K1 hM1, Fluo-8 calcium fluorescence, ACh EC20; 0% = ACh EC20, 100% = maximal ACh; in the data active means activation above about 19%, passing the limit was not always enough
M4 antag = blocks acetylcholine activation of human M4 receptor. hit rate 0.73% among 360,000. AID 624125. P08173. inhibition, % at 3 µM. CHO-hM4 cells, ACh EC80, Fluo-8 calcium fluorescence;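 active means inhibition above its plate's cutoff, the mean inhibition of sample wells plus 3 SD, cut at about 27% in these data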;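 further: 0% = acetylcholine EC80 with DMSO and 100% = DMSO without agonist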
CHRM1 antagonist = human CHRM1 antagonism; P11229; CHO-K1 hM1, Fluo-8 calcium fluorescence, ACh EC80 antagonist; hit rate 1.3% among 360,000; AID 588852; inhibition, % at 3 µM;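 active means percent inhibition above its own plate's cutoff, namely the mean of that plate's compound wells plus 3 SD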;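 further: peak over basal fluorescence ratio during 140 s after agonist addition; 0% = ACh EC80 plus DMSO and 100% = DMSO alone without agonist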
Starred values were filed as active, the others as inactive; · = no result given.

SMILES	M4 ag	OXTR potentiator	CHRM1 agonist	CHO-K1 Ca antag	M1 ag parental	CHO parental Ca	CHRM1 PAM	M4 antag	CHRM1 antagonist
CC1CCC(NC(=O)CCNC(=O)c2ccc(Br)cc2)CC1 (stereo not drawn)	1.3	3.3	-1.8	-11.2	0.8	-9.8	19.6	-12.0	-19.3
CC(C)(C)c1ccc(C(=O)NC(=S)NCC2CCCO2)cc1 (stereo not drawn)	-0.1	-4.7	-4.7	-2.4	7.7	-16.2	-4.6	7.5	8.7
CCOC(=O)C1=NNC(C(=O)OCC)C1c1ccccc1 (stereo not drawn)	0.1	·	-5.1	-17.3	1.1	·	12.4	0.4	-14.2
Cc1cc(NC(=O)c2cccc(S(=O)(=O)N3CCOCC3)c2)no1	1.0	-15.6	-2.5	3.1	0.0	4.9	9.4	0.8	-9.9
CCc1noc(C)c1C(=O)OCC(=O)Nc1ncc(Cl)cc1Cl	-0.2	-3.3	-0.7	1.5	0.5	10.0	9.1	2.7	2.3
COc1ccc(N2CCSC2C(=O)NN)cc1 (stereo not drawn)	-0.4	-2.5	-3.2	12.3	-0.5	-25.7	0.9	4.1	-1.9
O=C(CCN1CCN(CC(=O)Nc2ccccc2Cl)CC1)Nc1ccccc1F	2.5	-5.4	-2.7	5.8	0.5	-23.5	-0.8	-3.3	3.3
CC(C)Cn1c(=O)c2ccccc2n2c(CCC(=O)O)nnc12	0.6	-5.8	-3.3	1.2	1.0	-5.2	10.8	-7.6	-9.7
Cc1ccc(CN2CC(C(=O)Nc3ccncc3)CC2=O)cc1 (stereo not drawn)	1.2	-6.5	-1.9	-1.6	0.8	11.2	6.3	1.6	-8.3
CCOC(=O)N1CCN(C(=O)C2CCN(S(=O)(=O)c3ccc(C)cc3)CC2)CC1	-0.4	-5.4	-5.6	16.1	0.1	2.3	3.9	1.8	0.3
Cc1ccc(-n2nc(CC#N)c(C#N)c2N)cc1Cl	0.9	-9.2	-3.0	-17.3	0.1	-6.5	19.4	-11.8	-14.8
CCCCN1C(=O)c2ccc(C(=O)Nc3ccc(C)c(S(=O)(=O)N(C)C)c3)cc2C1=O	15.1	-8.8	-2.4	-4.0	5.3	-6.4	-11.7	2.2	17.8
Cc1ccc2oc(=O)c(/C=C(\O)c3ccccc3)nc2c1	0.6	-2.5	-2.7	-5.7	0.0	-15.2	0.7	-4.1	-4.3
CCC(C)(C)n1nnnc1C(c1ccccc1)N1CCN(C2CCCC2)CC1 (stereo not drawn)	0.4	-12.7	-4.2	8.9	2.6	-27.0	-9.0	10.1	-2.1
CC1(C)OC(=O)C(=Cc2ccc(-c3ccc(S(N)(=O)=O)cc3)o2)C(=O)O1	0.9	-15.7	-3.0	-0.3	0.7	-1.3	6.0	1.1	1.4
Cc1cn([C@H]2C[C@H](O)[C@@H](CCC(=O)NCc3ccc4c(c3)OCO4)O2)c(=O)[nH]c1=O	0.3	·	-3.0	-20.9	0.3	·	-4.8	-15.1	-18.3
CC(NS(=O)(=O)c1ccccc1)C(=O)NCc1ccco1 (stereo not drawn)	0.1	-0.7	-4.5	-4.9	0.2	-12.0	-1.5	-3.0	4.6
O=C(Nc1cccc([N+](=O)[O-])c1)c1cnccn1	1.1	-1.8	-4.7	0.9	6.0	-5.5	7.5	-2.4	-4.9
Cc1oc(-c2ccccc2F)nc1CS(=O)(=O)CC(=O)N1CCN(c2ccccc2)CC1	15.7	-7.5	-0.3	-0.3	5.4	-11.3	-8.1	-4.2	2.6
CCNC(=O)C1CCCN(C(=O)C(c2ccccc2)c2ccccc2)CC1 (stereo not drawn)	1.4	·	-4.6	3.4	0.0	·	-0.4	-5.2	-2.3
Cc1ccc(S(=O)(=O)N2CCCCC2)cc1NC(=O)CCCOc1ccccc1	10.1	·	-0.7	-0.1	5.4	·	12.1	-10.5	-15.1
C=CCOc1cccc(C2c3c(oc4ccc(F)cc4c3=O)C(=O)N2CCCN2CCOCC2)c1 (stereo not drawn)	2.6	-0.7	-4.1	-18.5	0.3	-18.9	3.0	-20.4	-14.3
Cc1ccc(/C=C/C(=O)OCC(=O)N(C)c2c(N)n(Cc3ccccc3)c(=O)[nH]c2=O)o1	0.6	·	-3.1	-8.4	0.5	·	8.2	-11.3	-10.0
O=C(O)C1Cc2ccccc2CN1C(=O)COc1ccc(Br)cc1 (stereo not drawn)	1.1	-15.4	-4.0	-7.6	-0.1	-9.6	-3.9	5.7	3.2
CCOC(=O)C1(CC2CC2)CCN(Cc2cc(Cl)c(O)c(OC)c2)CC1	1.4	-9.9	-6.0	-12.9	1.4	-22.8	5.0	1.1	-0.6
CC1CCN(CCCN2C(=O)C3C(C(=O)Nc4ccc(Cl)cc4)C4C=CC3(O4)C2C(=O)NC2CCCCC2)CC1 (stereo not drawn)	-0.2	5.1	-1.5	-11.6	-0.3	-11.9	-1.9	10.1	2.9
COc1cc(OC)cc(C(=O)OCC(=O)NCc2ccc3c(c2)OCO3)c1	0.4	5.3	-6.5	20.2	-0.1	-14.3	-2.6	8.7	7.6
O=C(NCCN1C(=O)S/C(=C\c2ccc(OC(F)F)cc2)C1=O)[C@@H]1CCCN1C(=O)c1cccs1	3.0	-6.4	-10.9	9.1	20.5*	-31.3	-4.8	6.4	0.6
Cc1ccc(-c2ccc(CCC(=O)O)n2-c2cccc(O)c2)cc1	2.0	-0.2	-3.2	-12.0	0.7	-4.4	8.0	-2.9	-8.1
Fc1ccccc1NC(=S)Nc1cccnc1	1.2	3.1	-4.0	-7.7	1.4	-5.5	10.2	0.5	-8.2
O=C(CN1CCN(Cc2ccccc2)CC1)N/N=C/c1cccnc1	0.4	6.4	-7.4	0.6	0.0	0.2	-5.7	3.7	15.0
S=C1NC(C23CC4CC(CC(C4)C2)C3)=CC(c2ccc3c(c2)OCO3)N1 (stereo not drawn)	-0.2	-19.0	-4.1	-11.7	0.5	-2.2	2.0	-5.8	8.0
COc1cccc(NC(=O)Cc2cn(C)c3ccccc23)c1	1.8	1.2	-2.1	-11.8	-0.2	-15.2	9.9	6.1	-8.3
CS(=O)(=O)Nc1nc2n(n1)C(c1ccc(F)cc1)CC(c1ccccc1)N2 (stereo not drawn)	0.1	2.9	-1.6	-6.4	0.6	-4.1	10.1	13.5	-12.3
C=CCOc1c(Br)cc(/C=N\n2nnnc2N)cc1OC	0.1	-2.1	-8.1	-2.8	-0.2	-20.9	7.5	2.4	-8.4
O/N=C/c1ccc(OCC(O)COc2ccc(/C=N/O)cc2)cc1	6.3	-6.2	1.0	9.9	2.3	4.6	-1.7	-0.6	-24.6
Cc1ccc(S(=O)(=O)/C(C#N)=C/c2c(N3CC(C)OC(C)C3)nc3ccccn3c2=O)cc1 (stereo not drawn)	2.0	-4.9	-3.6	1.3	1.8	-14.3	1.9	-3.2	1.0
Cc1ccc(OCC(=O)N2CCc3ccccc3C2)cc1C	0.1	·	-0.3	-13.5	-0.4	·	17.3	-8.5	-26.4
CC(OC(=O)c1ccccn1)C(=O)Nc1ccc(C(F)(F)F)cc1 (stereo not drawn)	0.6	0.6	-3.8	-14.1	0.6	-3.4	9.4	4.3	-9.6
COc1ccc(C(=O)/C=C/c2cn(CC(O)CN3CCN(C)CC3)c3ccccc23)cc1OC (stereo not drawn)	3.0	-2.1	-6.4	-7.8	0.7	-9.6	-0.2	2.7	2.9
O=C(O)COc1ccccc1/C=N/NC(=O)CSc1nnc(-c2ccc(Cl)cc2)n1C1CCCCC1	0.8	-2.8	-2.7	-4.8	-0.7	-0.6	5.2	2.2	-1.5
COc1ccccc1N1CCN(C2CCN(C(=O)c3cc(OC)c(OC)c(OC)c3)CC2)CC1	0.3	3.7	-3.9	7.2	0.0	-13.8	8.6	-7.6	-3.0
O=C(CSCc1cnn(-c2ccccc2)c1-n1cccc1)NCC1CCCO1 (stereo not drawn)	1.0	-8.4	-4.9	1.6	0.8	-25.7	6.3	5.3	-10.2
C[C@H](CO)N1C[C@H](C)[C@@H](CN(C)S(=O)(=O)c2cccs2)Oc2ccc(NC(=O)NC3CCCCC3)cc2C1=O	-0.1	-5.3	-10.8	-7.8	0.4	-19.0	-32.7	3.9	44.3*

Quoted at random: two compounds from above.
SMILES	M4 ag	OXTR potentiator	CHRM1 agonist	CHO-K1 Ca antag	M1 ag parental	CHO parental Ca	CHRM1 PAM	M4 antag	CHRM1 antagonist
COc1ccc(C(=O)/C=C/c2cn(CC(O)CN3CCN(C)CC3)c3ccccc23)cc1OC (stereo not drawn)	3.0	-2.1	-6.4	-7.8	0.7	-9.6	-0.2	2.7	2.9
Cc1ccc(S(=O)(=O)/C(C#N)=C/c2c(N3CC(C)OC(C)C3)nc3ccccn3c2=O)cc1 (stereo not drawn)	2.0	-4.9	-3.6	1.3	1.8	-14.3	1.9	-3.2	1.0

Nine compounds already listed, sorted by length of the SMILES, smallest number first:
SMILES	M4 ag	OXTR potentiator	CHRM1 agonist	CHO-K1 Ca antag	M1 ag parental	CHO parental Ca	CHRM1 PAM	M4 antag	CHRM1 antagonist
CCOC(=O)C1=NNC(C(=O)OCC)C1c1ccccc1 (stereo not drawn)	0.1	·	-5.1	-17.3	1.1	·	12.4	0.4	-14.2
O=C(Nc1cccc([N+](=O)[O-])c1)c1cnccn1	1.1	-1.8	-4.7	0.9	6.0	-5.5	7.5	-2.4	-4.9
Cc1ccc2oc(=O)c(/C=C(\O)c3ccccc3)nc2c1	0.6	-2.5	-2.7	-5.7	0.0	-15.2	0.7	-4.1	-4.3
Cc1ccc(-c2ccc(CCC(=O)O)n2-c2cccc(O)c2)cc1	2.0	-0.2	-3.2	-12.0	0.7	-4.4	8.0	-2.9	-8.1
O=C(CSCc1cnn(-c2ccccc2)c1-n1cccc1)NCC1CCCO1 (stereo not drawn)	1.0	-8.4	-4.9	1.6	0.8	-25.7	6.3	5.3	-10.2
S=C1NC(C23CC4CC(CC(C4)C2)C3)=CC(c2ccc3c(c2)OCO3)N1 (stereo not drawn)	-0.2	-19.0	-4.1	-11.7	0.5	-2.2	2.0	-5.8	8.0
CC1(C)OC(=O)C(=Cc2ccc(-c3ccc(S(N)(=O)=O)cc3)o2)C(=O)O1	0.9	-15.7	-3.0	-0.3	0.7	-1.3	6.0	1.1	1.4
CCCCN1C(=O)c2ccc(C(=O)Nc3ccc(C)c(S(=O)(=O)N(C)C)c3)cc2C1=O	15.1	-8.8	-2.4	-4.0	5.3	-6.4	-11.7	2.2	17.8
C[C@H](CO)N1C[C@H](C)[C@@H](CN(C)S(=O)(=O)c2cccs2)Oc2ccc(NC(=O)NC3CCCCC3)cc2C1=O	-0.1	-5.3	-10.8	-7.8	0.4	-19.0	-32.7	3.9	44.3*

Screening results as filed in PubChem BioAssay.
